Calpain2 inh – calpain II (pig) inhibition; purified calpain II, fluorogenic peptide substrate, 30 min; inhibition, % at 16 µM; actives 0.37% (n = 220,000); AID 1236;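 active means inhibition above about 50%, limit read from the data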
EP2 mod – EP2 receptor (human) modulation. EP2-expressing cells, cAMP HTRF FRET, PGE2 co-stimulation. actives 0.83% (n = 260,000). induction, % at 25 µM;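 active means compounds whose cAMP rise, as percent of the full-agonist control response, exceeds 60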;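 further: rat C6 glioma line stably carrying human EP2 under a CMV promoter; the protocol text gives 20 µM as final concentration; 100% = response of wells given 1 µM PGE2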
Target sequence (P43116 whole entry, looked up): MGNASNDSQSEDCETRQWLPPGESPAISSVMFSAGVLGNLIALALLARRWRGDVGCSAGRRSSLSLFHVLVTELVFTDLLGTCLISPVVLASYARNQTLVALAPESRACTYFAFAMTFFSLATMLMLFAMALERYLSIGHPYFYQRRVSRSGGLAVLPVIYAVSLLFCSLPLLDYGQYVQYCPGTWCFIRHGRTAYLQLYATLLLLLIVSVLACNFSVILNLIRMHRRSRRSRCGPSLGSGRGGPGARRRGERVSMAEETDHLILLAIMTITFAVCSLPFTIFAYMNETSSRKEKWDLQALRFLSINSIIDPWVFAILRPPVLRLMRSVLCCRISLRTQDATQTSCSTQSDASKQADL
EP2 antag – EP2 receptor (human) inhibition | C6 glioma cells expressing human EP2, cAMP TR-FRET; cells stimulated with saturating PGE2 | inhibition, % at 25 µM | actives 0.52% (n = 260,000);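 active means percent inhibition above 40 after rounding to a whole number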;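 further: rat C6 glioma host cells with rolipram phosphodiesterase inhibitor present; the protocol text gives 20 µM as final concentration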
14-3-3 Bad inh – disrupts binding of bovine 14-3-3 zeta to phospho-Bad peptide; actives 0.71% (n = 220,000); TR-FRET 14-3-3zeta/Dy647-pBad peptide displacement, 1 h; AID 781; inhibition, % at 21.7 µM;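 active means inhibition above about 70%, limit read from the data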;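 further: 0% = full 14-3-3 plus peptide FRET controls and 100% = background without 14-3-3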
Target sequence (P63103 whole entry, looked up): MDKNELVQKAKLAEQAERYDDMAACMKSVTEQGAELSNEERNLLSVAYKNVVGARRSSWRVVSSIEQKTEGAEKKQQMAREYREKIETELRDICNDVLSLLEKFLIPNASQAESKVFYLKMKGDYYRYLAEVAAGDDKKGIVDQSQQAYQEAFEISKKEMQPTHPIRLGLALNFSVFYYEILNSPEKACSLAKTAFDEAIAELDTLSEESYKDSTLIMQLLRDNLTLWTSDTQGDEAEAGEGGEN
Rad51 HR inh – Rad51 (human) homologous recombination inhibition. inhibition, % at 10 µM. actives 0.085% (n = 200,000). AID 1385. hRad51 DNA strand exchange, fluorescence dequenching. Q06609;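 active means inhibition above 40% at the single screening dose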;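 further: 0% = DMSO control wells and 100% = blanks with heterologous ssDNA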
Target sequence (Q06609 whole entry, looked up): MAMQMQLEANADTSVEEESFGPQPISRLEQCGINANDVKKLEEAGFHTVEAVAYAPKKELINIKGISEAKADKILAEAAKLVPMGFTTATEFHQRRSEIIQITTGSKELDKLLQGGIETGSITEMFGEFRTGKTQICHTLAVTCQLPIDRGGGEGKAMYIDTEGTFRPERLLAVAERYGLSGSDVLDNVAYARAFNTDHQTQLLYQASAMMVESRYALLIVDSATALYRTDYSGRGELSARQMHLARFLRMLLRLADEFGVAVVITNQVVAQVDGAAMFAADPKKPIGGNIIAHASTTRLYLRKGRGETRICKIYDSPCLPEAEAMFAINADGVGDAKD
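Read-out basis: percent inhibition relative to plate controls and blanks / Assay system: human Rad51 nucleoprotein filaments preassembled on unlabelled ssDNA / Timing: filaments 15 min 37 °C, then compound 30 min / Control set: per-plate controls and blanks / Technique: fluorescence dequenching at 485/520 nm / Compound: 10 µM final, single point / Also added: Fluorescein- and BHQ1-tagged 47-mer duplex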
Hck Nef HTS – blocks Nef-activated human Hck kinase. P08631. Recombinant Hck-YEEI plus Nef, Z-Lyte FRET kinase assay. inhibition, % at 20 µM. actives 0.68% (n = 220,000);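 active means Hck-Nef kinase inhibition above about 50%, limit read from the data; inactive means inhibition below that limit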;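 further: 0% = DMSO with Hck plus Nef and 100% = Hck alone without Nef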
L929 necroptosis – L929 zVAD cell death inhibition; L929 zVAD necroptosis rescue, ATP luminescence, 24 h; with zVAD 60 µM; viability rescue, % at 10 µM; actives 0.38% (n = 220,000);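 active means activation, scaled between plate controls, above about 75%, limit read from the data; inactive means activation under that limit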;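 further: 0% = zVAD with DMSO and 100% = DMSO alone without zVAD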
Tb hexokinase – T. brucei hexokinase 1 inhibition | recombinant TbHK1, G6PDH-coupled NADH A340 | inhibition, % at 10 µM | actives 0.11% (n = 220,000) | AID 1430;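 active means inhibition of 50% or more in the single-dose primary screen; inactive means inhibition below 50%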
eIF4E 4G PPI – eIF4E/eIF4G interaction inhibition in translation initiation. P63073+Q04637. TR-FRET eIF4E-eIF4GI(517-606) binding, 2 h. inhibition, % at 21.7 µM. actives 0.37% (n = 220,000). AID 782;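 active means inhibition above about 30%, limit read from the data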;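 further: 0% = full FRET control wells and 100% = background wells lacking eIF4GI fragment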
An asterisk follows results filed as active; / = not tested or not shown; & = joins results of further samples; [ ] = dose if it differs, or a comment. An excerpt (hit frequency here may not be typical).

# | compound | Calpain2 inh | EP2 mod | EP2 antag | 14-3-3 Bad inh | Rad51 HR inh
1 | CC(C)CNC(=O)c1ccccc1NC(=O)c1ccc(CSc2ccccc2)cc1 | 42 | 34 | 5 | 15 | 9
2 | Cc1nonc1NC(=O)CSc1nc(CCC2CCCC2)nc2ccccc12 | -4 | -4 | 9 | 10 | 4
3 | Cc1cccc(N2NC(=O)/C(=C/c3ccc(-c4ccc(Cl)c(C(=O)O)c4)o3)C2=O)c1 | -52 | 19 | 4 | 4 | 3
4 | Cc1ccn(-c2cc(O)c(-n3ccc(C)n3)cc2O)n1 | -16 | -71 | 9 | -2 | /
5 | CC(C)(C)C(=O)Nc1ccccc1C(=O)NCc1ccco1 | 15 | 7 | -1 | 0[fluorescence artefact?] | -2
6 | CCOC(=O)c1c(C)[nH]c(C(=O)CSc2nnc(-c3ccncc3)n2CC)c1C | 2 | 8 | 8 | 6 | 5
7 | CN(C(=O)CCc1nnc(CCCCc2ccccc2)o1)C1CCOCC1 | -11 | -21 | 3 | -7 | 12
8 | COC(=O)C1=C(NC(C)=O)CCS1 | 5 | 14 | 6 | -4 | 7
9 | Cc1cc(O)c(C=Nc2ccc(Cl)cn2)c(=O)o1 | -4 | 1 | 11 | 33[fluorescence artefact?] | -4
10 | COc1cc(NS(=O)(=O)c2ccc(N/C=C\C(=O)c3ccc(OC)c(OC)c3)cc2)nc(OC)n1 | -108 | -57 | 9 | -20 | 4
11 | CCO[C@@H]1OC(C(=O)Nc2ccccc2)=C[C@H](c2ccc(C(F)(F)F)cc2)[C@H]1CCCO | 13 | -2 | 13 | 8 | -13
12 | CCCNC(=O)Nc1nnc(C2CC2)s1 | -19 | 22 | 2 | -13 | -37
13 | CCC(=O)N1c2ccc(S(=O)(=O)CCC(=O)NCc3cccs3)cc2CC1C (stereo not given) | 1 | -10 | 14 | -4 | 0
14 | CC(C)(C)c1ccc(C(=O)Nc2ccc(NC(=O)C(=O)O)cc2)o1 | -17 | 16 | 6 | -9 | -17
15 | Cc1ccc(C(=O)CN(C(=O)c2ccc(Cl)c(Cl)c2)N2C(=O)C3CCCCC3C2=O)cc1C (stereo not given) | 16 | 16 | 5 | 3 | 4

# | Hck Nef HTS | L929 necroptosis | Tb hexokinase | eIF4E 4G PPI
1 | 2 | -0.6 | 6 | -13
2 | 23 | 0.0 | -6 | -4
3 | 39 | 0.4 | 8 | 4
4 | 8 | 0.9 | 5 | 0
5 | 0 | 2.4 | 0 | 4
6 | 9 | 0.7 | -20 | 1
7 | 17 | 0.2 | 0 | 2
8 | 2 | 3.9 | -12 | -4
9 | -1 | 0.5 | -8 | 3
10 | 45 | 1.1 | -28 | 2[fluorescence artefact?]
11 | 5 | 2.9 | -12 | 1
12 | 3 | -0.1 | -2 | 1
13 | 3 | -0.6 | -4 | 1
14 | 22 | 2.5 | -20 | -1
15 | 2 | 1.4 | -5 | 2

(further entries)
# | compound | Calpain2 inh | EP2 mod | EP2 antag | 14-3-3 Bad inh | Rad51 HR inh
16 | CN(C)C(=O)CCc1nc(-c2ccc(C(C)(C)C)cc2)no1 | -9 | -11 | 11 | -3 | -8
17 | CCOc1ccc(-c2nc(-c3ccc(OC)cc3)no2)cc1OCC | -14 | 47&15 | 10&7 | 3 | 1
18 | CCOc1ccc(C2NC(=O)C(C#N)=C(S)N2c2ccc(OC)cc2)cc1OC (stereo not given) | -2 | 11&18 | 8&12 | 17[fluorescence artefact?] | -4
19 | COc1ccc(F)cc1C(=O)C1CCCN(C(=O)c2ocnc2C)C1 (stereo not given) | -40 | 23 | 9 | -3 | 0
20 | CCCCOC(=O)Nc1ccccc1C(=O)N1CCCC1 | 3 | 10 | 11 | 6 | /
21 | O=C(Nc1ccn(Cc2c(F)c(F)c(F)c(F)c2F)n1)c1cccc(Cn2cc([N+](=O)[O-])cn2)c1 | -29 | 19 | 8 | -11 | -8
22 | COC(=O)C1C(=O)c2c([nH]c(C(=O)OC3CCCCC3)c2C)CC1C (stereo not given) | -8 | -8 | 4 | 8 | 3
23 | COc1cc2c(cc1NC(=O)c1cc(-c3ccncc3)nc3ccc(C)cc13)oc1ccccc12 | -19 | 10 | 3 | 6 | -2
24 | O=C1CCCc2c1cc(C(=O)Nc1ccc(Br)cn1)c(=O)n2-c1ccccc1 | -18 | 14 | 16 | 12 | -11
25 | CC1(C)CC(=O)c2cn3ncnc3nc2C1 | -10 | 22 | 6 | -25[fluorescence artefact?] | /
26 | COc1ccc(C)cc1NC(=O)C(OC(=O)CNC(=O)c1ccc(Br)cc1)c1ccccc1 (stereo not given) | 27 | 44 | 4 | 10[fluorescence artefact?] | -2
27 | COc1cc(NCCCC(C)N)c2ncccc2c1 (stereo not given) | 12 | 4 | 10 | 63 | 15
28 | CCOc1ccc(C2CC(=O)n3nc(C45CC6CC(CC(C6)C4)C5)nc3S2)cc1OC (stereo not given) | -12 | 17 | 10 | -1 | -2
29 | O=C(O)CCCC(=O)Nc1ccc(OCc2nc3ccccc3s2)cc1 | -34 | 15 | 7 | -4 | -23
30 | Cc1ccc(C)c(-n2cc(CN3CCNC(=O)CC3)c(-c3ccccc3)n2)c1 | -28 | 10 | 12 | -8 | 1

# | Hck Nef HTS | L929 necroptosis | Tb hexokinase | eIF4E 4G PPI
16 | 0 | -0.1 | 28 | -8
17 | -1 | -0.3 | 2 | 3
18 | 2 | 1.2 | -9 | -1
19 | 17 | 2.0 | -3 | -1
20 | -2 | / | -4 | -1
21 | 3 | 0.3 | -6 | -8
22 | 0 | 25 | -3 | 7[fluorescence artefact?]
23 | 3 | 4.3 | -40 | -9
24 | 0 | -0.8 | -8 | 3
25 | 0 | 0.1 | -1 | 4[fluorescence artefact?]
26 | 0 | 0.0 | 36 | -10
27 | 2 | 6.7 | -8 | 3
28 | -1 | 0.0 | -3 | 5[fluorescence artefact?]
29 | 22 | 7.3 | -2 | 0
30 | 30 | 3.7 | -4 | -2

Following part:
# | compound | Calpain2 inh | EP2 mod | EP2 antag | 14-3-3 Bad inh | Rad51 HR inh
31 | COC(=O)c1[nH]c2c(c1C)C(=O)CC(c1ccc(C)cc1)C2 (stereo not given) | -9 | -8 | 14 | -4 | 11
32 | O=C(CNC1CCCCC1)NN=C(c1ccccc1)c1ccccc1 | 3 | 2 | 3 | -3 | 1
33 | O=C(O)COc1c(F)c(F)c(C(F)(F)F)c(F)c1F | -20 | 21 | 11 | 0[fluorescence artefact?] | -8
34 | COc1ccc(CCNS(=O)(=O)c2ccc(F)cc2)cc1OC | 18 | -20 | 8 | 1 | 9
35 | O=C(CSc1cccc[n+]1[O-])Nc1cccc(Oc2ccccc2)c1 | -17 | 17 | 10 | -5 | -1
36 | COc1ccc(NC(=O)C2CCCN(S(=O)(=O)c3cccnc3)C2)cc1 (stereo not given) | -5 | 20 | 6 | 10 | 6
37 | COC(=O)c1cc(OC)c(OC)cc1NC(=S)N1CCN(C)CC1 | -18 | 8 | -4 | -1 | 11
38 | CC1CC(C)CN(Cc2nc(N)nc(Nc3ccc4ccccc4c3)n2)C1 (stereo not given) | -9 | -37 | 16 | 11 | -5
39 | COc1ccccc1-n1c(Cc2cccs2)n[nH]c1=S | -14 | 13 | 7 | -7 | 6
40 | COC(=O)NNC(=O)Cc1cccc2ccccc12 | 2 | -2 | 7 | -5[fluorescence artefact?] | 11
41 | Cc1ccc(S(=O)(=O)NC(Cc2ccccc2)C(=O)O)cc1 (stereo not given) | -5 | 30 | 8 | -4 | 5
42 | CCOC(=O)CCCn1nc(C)n2c(cc3sccc32)c1=O | -13 | -1 | 5 | 11 | 0
43 | CCN(CC)C(=O)CSC1=C(C#N)C(c2ccco2)C(C(=O)OCCOC)=C(C)N1 (stereo not given) | -5 | 18 | 7 | -7[fluorescence artefact?] | /
44 | COc1ccccc1CNCc1cccc(Oc2ccccc2)c1 | 1 | 49 | 5 | 16 | 16
45 | CC(C)Cc1nc(NCCN2CCOCC2)c(C#N)c2c1COC(C)(C)C2 | 13 | 8 | 4 | -7 | 0

# | Hck Nef HTS | L929 necroptosis | Tb hexokinase | eIF4E 4G PPI
31 | -1 | -0.7 | -9 | 6
32 | 21 | 0.7 | 4 | -11
33 | / | / | / | 0[fluorescence artefact?]
34 | 0 | -0.1 | 1 | 2
35 | 16 | -0.4 | -9 | 2
36 | 2 | -0.1 | -1 | -3
37 | -1 | 0.5 | -6 | -6
38 | 1 | 0.4 | 17 | 1
39 | -7 | 3.3 | -3 | 1
40 | 4 | 2.4 | -3 | 13
41 | -24 | 2.5 | -5 | 0
42 | -1 | 0.6 | 3 | 6
43 | -6 | / | -9 | 5[fluorescence artefact?]
44 | 3 | -1.1 | 3 | -1
45 | 0 | -0.4 | -15 | -1

An excerpt from above in order of molecular weight, largest number first:
# | compound | Calpain2 inh | EP2 mod | EP2 antag | 14-3-3 Bad inh | Rad51 HR inh
21 | O=C(Nc1ccn(Cc2c(F)c(F)c(F)c(F)c2F)n1)c1cccc(Cn2cc([N+](=O)[O-])cn2)c1 | -29 | 19 | 8 | -11 | -8
15 | Cc1ccc(C(=O)CN(C(=O)c2ccc(Cl)c(Cl)c2)N2C(=O)C3CCCCC3C2=O)cc1C (stereo not given) | 16 | 16 | 5 | 3 | 4
23 | COc1cc2c(cc1NC(=O)c1cc(-c3ccncc3)nc3ccc(C)cc13)oc1ccccc12 | -19 | 10 | 3 | 6 | -2
13 | CCC(=O)N1c2ccc(S(=O)(=O)CCC(=O)NCc3cccs3)cc2CC1C (stereo not given) | 1 | -10 | 14 | -4 | 0
29 | O=C(O)CCCC(=O)Nc1ccc(OCc2nc3ccccc3s2)cc1 | -34 | 15 | 7 | -4 | -23
16 | CN(C)C(=O)CCc1nc(-c2ccc(C(C)(C)C)cc2)no1 | -9 | -11 | 11 | -3 | -8
8 | COC(=O)C1=C(NC(C)=O)CCS1 | 5 | 14 | 6 | -4 | 7

# | Hck Nef HTS | L929 necroptosis | Tb hexokinase | eIF4E 4G PPI
21 | 3 | 0.3 | -6 | -8
15 | 2 | 1.4 | -5 | 2
23 | 3 | 4.3 | -40 | -9
13 | 3 | -0.6 | -4 | 1
29 | 22 | 7.3 | -2 | 0
16 | 0 | -0.1 | 28 | -8
8 | 2 | 3.9 | -12 | -4

(next part)
# | compound | Calpain2 inh | EP2 mod | EP2 antag | 14-3-3 Bad inh | Rad51 HR inh
46 | Cc1ccc(Cl)cc1-c1ccc(/C=N/n2cnnc2)o1 | 5 | -14 | 6 | 1 | 5
47 | Nc1nc(SCc2ccc([N+](=O)[O-])cc2)nc2nc3c(cc12)CCCC3 | 24 | 16 | 11 | 13 | -7
48 | O=C(O)Cn1c2ccccc2c2ccccc21 | -37 | -5 | 0 | -7 | -52
49 | Cc1ccc(C2(CC(=O)Nc3nccs3)CCOC(C(C)C)C2)cc1 (stereo not given) | 18 | 23 | 9 | 1 | 4
50 | CC(NC(=S)NC1CCCCC1)C(c1ccccc1)N1CCOCC1 (stereo not given) | -3 | -30 | 6 | -12 | 6
51 | O=C(CNc1cccc(C(F)(F)F)c1)N/N=C/c1ccccc1C(=O)O | -16 | -9 | 8 | -7 | -2
52 | CCCn1c(SCC(=O)Nc2c(C)cccc2CC)nnc1C(C)C | -29 | 25&-23 | 9&12 | -12 | 0
53 | CCN(CC)c1ccc(NS(=O)(=O)c2ccc(OC)cc2)cc1 | 1 | -18 | 4 | -6 | 0

# | Hck Nef HTS | L929 necroptosis | Tb hexokinase | eIF4E 4G PPI
46 | 3 | 1.6 | -4 | -11
47 | 1 | -0.1 | -5 | -5
48 | 25 | 2.8 | -3 | 1
49 | 2 | 1.4 | -2 | 0
50 | 16 | -0.8 | 0 | 1
51 | 5 | 0.3 | -8 | 0
52 | 3 | -0.5 | 5 | 6
53 | 14 | 1.4 | 4 | 7

Screening results (PubChem)
